# STK33 kinase inh: inhibitors of purified STK33 kinase, primary screen, biochemical, ADP-Glo luminescence, homogeneous, cell-free. hit rate 0.073% among 320,000. Serine/threonine-protein kinase 33 (Homo sapiens), Q9BYT3. AID 2661, 2010. MBP phosphorylation. inhibition, % at 10 µM;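 active means inhibition at or above 25%, using the most active replicate where run in duplicate; inactive means inhibition below 25%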
# Target sequence (Q9BYT3 whole entry, looked up): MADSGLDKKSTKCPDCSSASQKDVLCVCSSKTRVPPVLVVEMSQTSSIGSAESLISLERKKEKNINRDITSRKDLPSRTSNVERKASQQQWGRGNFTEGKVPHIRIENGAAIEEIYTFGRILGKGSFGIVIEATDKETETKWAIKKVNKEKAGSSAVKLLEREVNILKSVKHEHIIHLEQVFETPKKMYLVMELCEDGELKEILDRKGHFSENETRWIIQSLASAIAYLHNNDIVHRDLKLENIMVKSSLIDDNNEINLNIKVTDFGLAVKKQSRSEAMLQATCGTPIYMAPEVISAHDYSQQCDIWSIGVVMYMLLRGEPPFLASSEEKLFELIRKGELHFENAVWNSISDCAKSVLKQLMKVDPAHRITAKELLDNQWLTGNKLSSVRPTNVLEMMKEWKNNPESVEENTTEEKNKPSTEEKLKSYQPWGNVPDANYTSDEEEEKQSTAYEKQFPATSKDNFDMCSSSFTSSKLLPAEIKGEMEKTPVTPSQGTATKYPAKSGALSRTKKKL
# KCNQ2 inh: KCNQ2 potassium channel inhibitors, primary screen, cell-based, CHO-K1, FluxOR thallium flux, B-score (AID 2156); 20 min; hits give low values; B-score at 10 µM; hit rate 1.1% among 310,000;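 active means fluorescence ratio B-score at most minus 3 library SDs, with starting brightness B-score within 2 library SDs, cut at about -5.5 in these data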
# OX1R FRET antag: antagonists of human orexin 1 receptor (OX1R) | Orexin/Hypocretin receptor type 1 (Homo sapiens), O43613 | OX1R-expressing cells, FRET antagonist read-out | inhibition, % at 6.6 µM | hit rate 1.8% among 330,000; in the data active means inhibition mostly above about 38%, no sharp cut-off; inactive means mostly below about 40%;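 further: 0% = agonist challenge alone and 100% = reference antagonist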
# Target sequence (O43613 whole entry, looked up): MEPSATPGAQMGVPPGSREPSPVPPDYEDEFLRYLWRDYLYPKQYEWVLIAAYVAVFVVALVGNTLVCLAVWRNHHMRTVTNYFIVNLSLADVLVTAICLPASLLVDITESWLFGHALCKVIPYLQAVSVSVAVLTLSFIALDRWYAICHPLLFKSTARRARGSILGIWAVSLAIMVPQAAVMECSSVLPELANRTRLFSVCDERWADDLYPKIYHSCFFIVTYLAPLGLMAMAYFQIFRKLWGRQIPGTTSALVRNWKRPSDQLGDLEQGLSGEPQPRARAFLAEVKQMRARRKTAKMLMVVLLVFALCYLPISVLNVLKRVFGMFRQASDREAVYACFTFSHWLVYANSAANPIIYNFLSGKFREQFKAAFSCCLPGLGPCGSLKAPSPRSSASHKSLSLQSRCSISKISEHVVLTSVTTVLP
# * marks the source's active call; other numbers are inactive results; i = inactive; . = not tested or not shown.
SMILES,STK33 kinase inh,KCNQ2 inh,OX1R FRET antag
CC1=C([N+](=O)[O-])C(c2ccccc2)C2=C(N1)c1ccccc1C2=O (stereo not given),0.4,i,15.3
O=C(NCc1ccccn1)C1CCN(S(=O)(=O)c2ccccc2F)CC1,0.5,.,1.1
CC(=O)C[C@H](O)CC(=O)[C@@H]1OC(=O)CCCCCCc2ccccc21,-0.1,.,4.9
CCC(C(=O)OCC(=O)Nc1c(C)nn(-c2ccccc2)c1C)c1ccccc1 (stereo not given),1.4,i,12.6
N=C1C(c2nc3ccccc3s2)=C(O)CN1NC(=O)c1ccccc1[N+](=O)[O-],-1.8,i,20.3
CCOc1ccc(NC(=O)CN(C)C(=O)/C=C/c2ccc(S(=O)(=O)N3CCCCCC3)cc2)cc1OCC,1.0,i,7.0
CSCCC(NC(=O)c1ccco1)C(=O)OCc1cc([N+](=O)[O-])cc2c1OCOC2 (stereo not given),0.7,i,28.6
CC(C)c1nnc(NC(=O)CCC(=O)Nc2ccc(F)cc2)s1,-1.0,i,0.0
COC(=O)c1ccc(COc2ccc3c(C)c(C)c(=O)oc3c2)o1,-0.1,i,6.5
Cc1cc(C(=O)NN=C2CCCCCCC2)c2ccccc2n1,-0.8,i,11.9
COC(=O)Nc1nc(C)c(C(=O)c2ccccc2)s1,-0.9,i,19.5
O=C(Nc1c2c(nn1-c1ccc(F)cc1)CS(=O)C2)c1ccc(S(=O)(=O)N2CCOCC2)cc1 (stereo not given),-0.3,i,16.4
Cc1cccc(C(=O)NCCN2CCOCC2)c1[N+](=O)[O-],-0.9,i,2.9
C=CC[C@@H](CC(=O)N[C@@H](CO)Cc1ccccc1)C(=O)N[C@H](COC(=O)[C@@H](CC=C)CC(=O)OC(C)(C)C)Cc1c[nH]c2ccccc12,-0.3,.,5.0
N#CC1(NC(=O)CN2CCc3ccccc3C2)CCCC1,-0.3,i,7.1
COc1ccc2nc(NC(=O)Nc3cccc4ccccc34)sc2c1,-2.8,i,41.7*
CCOCCn1c(=O)c2c(nc3n2CCCN3CCc2ccccc2)n(C)c1=O,0.4,i,13.2
O=C(O)C1=C[C@H](c2ccc(Br)cc2)C[C@H](OCc2ccc(CO)cc2)O1,-0.3,i,27.4
Oc1ccccc1-c1nnc(SCCN2CCOCC2)n1Cc1ccccc1,-0.9,i,6.4
O=C(/C=C/c1ccco1)NC(=S)Nc1nc(-c2ccc(Cl)cc2)cs1,-0.9,i,4.1
Cc1c(C(=O)Nc2cccnc2)oc2ccc(Br)cc12,0.6,i,7.1
COc1cc2cc(C(=O)Nc3ccccc3)c(N)nc2cc1OC,-1.9,i,4.5
O=C(CSc1nc(-c2cccs2)cc(C(F)(F)F)n1)Nc1cc(OCC(F)(F)C(F)F)cc([N+](=O)[O-])c1,-0.8,i,16.4
O=C(/C=C\c1cccs1)c1c(O)ccc2ccc(=O)oc12,-0.7,i,33.6
C=CCNC(=O)CN1N=C(c2ccc(C)cc2)CCC1=O,-0.6,i,12.7
Cc1cc(C(=O)Nc2ncn(Cc3ccc(F)cc3)n2)ccc1[N+](=O)[O-],-1.2,i,22.6
Cc1ccccc1C(=O)N1CCC(C(=O)Nc2cccc(S(=O)(=O)N3CCCCC3)c2)CC1,-2.2,.,-6.2
CSc1ncc(OCc2ccccc2)c(=O)[nH]1,-0.1,i,4.1
O=C(Cc1ccccc1Cl)Nc1ccc(S(=O)(=O)Nc2nccs2)cc1,-0.4,i,2.7
COc1ccc2cc(C#N)c(N3CCN(C(=O)c4ccccc4C)CC3)nc2c1,-0.3,i,29.7
CCOC(=O)c1[nH]cnc1C(=O)Nc1ccncc1,0.5,i,12.1
CCCC1(C)Nc2ccccc2-c2nc3ccccc3n21 (stereo not given),-0.5,i,9.6
CC(C)NC(=O)CCn1ccc2cc(S(=O)(=O)N3CCCC3)ccc21,-1.1,i,10.7
CCOC(=O)C1CCCN(C(=O)COC(=O)c2cc(=O)c3ccccc3o2)C1 (stereo not given),0.3,i,11.9
Cc1ccc(CC(=O)NC2CCN(C)CC2)cc1,-4.7,i,3.2
Cc1c([N+](=O)[O-])nnn1-c1cc(Cl)cc(Cl)c1,-0.9,i,7.5
Oc1ccc(O)cc1,-0.5,i,13.7
CC(C)CC(C(=O)Nn1cnnc1)N1C(=O)c2ccccc2C1=O (stereo not given),2.4,i,16.4
Cc1nc2scc(C)n2c(=O)c1S(=O)(=O)Nc1ccc(F)cc1,-0.5,i,1.3
Cc1ccc(NC(=O)CN(C)CCOc2ccccc2)c([N+](=O)[O-])c1,-3.3,i,16.3
O=C1Nc2ccc([N+](=O)[O-])cc2OC1CCN1CCN(Cc2ccccc2)CC1 (stereo not given),0.3,i,21.7
Cc1cccc(C(=O)OC2CCOC2=O)c1C (stereo not given),-1.0,i,-5.6
CC(C)=CC[N+]1(C)CCCCC1,-1.7,i,0.4
CCCCCCCCNC(=O)C(CCC(=O)OCc1ccccc1)NC(C)=O (stereo not given),-0.3,i,28.5
COc1ccc(NC(=O)/C=C/c2cc(OC)c(OC)c(OC)c2)cn1,-0.3,i,40.5
O=C(/C=C/c1cccc([N+](=O)[O-])c1)Nc1ccccc1N1CCOCC1,0.6,i,10.9
CCOC(=O)c1ccc(NS(=O)(=O)c2c(N)[nH]c(=O)[nH]c2=O)cc1,-1.1,i,10.5
CC(C)Oc1ccc(C(=O)NC2(C(F)(F)F)N=C3SCCN3C2=O)cc1 (stereo not given),-1.1,i,6.1

# Next part, overlapping the part above by 3 compounds.
SMILES,STK33 kinase inh,KCNQ2 inh,OX1R FRET antag
O=C(/C=C/c1cccc([N+](=O)[O-])c1)Nc1ccccc1N1CCOCC1,0.6,i,10.9
CCOC(=O)c1ccc(NS(=O)(=O)c2c(N)[nH]c(=O)[nH]c2=O)cc1,-1.1,i,10.5
CC(C)Oc1ccc(C(=O)NC2(C(F)(F)F)N=C3SCCN3C2=O)cc1 (stereo not given),-1.1,i,6.1
COCCn1c(SCC(N)=O)nc2c(c1=O)SC(C)C2 (stereo not given),0.8,i,10.1
Cc1cc(Nc2ccc(Br)c(C)c2)n2nc(C)nc2n1,-0.8,i,12.8
COc1ccc(C(=O)Nn2c(SCC(=O)c3ccccc3)nc3ccccc3c2=O)cc1,-1.3,i,4.5
COCCn1c(=NC(=O)c2ccc(S(=O)(=O)N3CCc4ccccc4C3)cc2)sc2cc(OC)ccc21,0.6,i,23.0
COc1ccc(N(C)S(=O)(=O)c2cccc(C(=O)Nc3ccc(N4CCOCC4)cc3)c2)cc1,-0.4,.,7.6
CC(=O)Nc1ccc(OCC(O)CN2CCN(c3cc(Cl)ccc3C)CC2)cc1 (stereo not given),-0.7,i,2.0
Cc1ccc(Oc2cc(NN3CCCCC3)c([N+](=O)[O-])cc2[N+](=O)[O-])c(Cl)c1,0.0,i,10.7
O=C1CC(C(=O)Nc2ccc(Br)cc2)S/C(=N\N=C\c2ccco2)N1 (stereo not given),-1.0,i,3.7
Cc1[nH]c2ccccc2c1C(=O)COC(=O)Cn1cnc2ccccc21,0.3,i,24.5
Cc1nn(C)cc1C1C2=C(CC(C)(C)CC2=O)OC2=C1C(=O)CC(C)(C)C2,-0.5,i,1.9
COc1cccc(C2CC(c3ccccc3Cl)Nc3nc(N)nn32)c1 (stereo not given),0.1,i,1.1
CCCCC(=O)OCC(=O)Nc1ccc(SC(F)F)cc1,-1.8,i,4.5

# Random excerpt: 5 compounds from above, in no set order.
SMILES,STK33 kinase inh,KCNQ2 inh,OX1R FRET antag
COc1cccc(C2CC(c3ccccc3Cl)Nc3nc(N)nn32)c1 (stereo not given),0.1,i,1.1
CCCCC(=O)OCC(=O)Nc1ccc(SC(F)F)cc1,-1.8,i,4.5
COc1ccc(C(=O)Nn2c(SCC(=O)c3ccccc3)nc3ccccc3c2=O)cc1,-1.3,i,4.5
O=C1CC(C(=O)Nc2ccc(Br)cc2)S/C(=N\N=C\c2ccco2)N1 (stereo not given),-1.0,i,3.7
Cc1[nH]c2ccccc2c1C(=O)COC(=O)Cn1cnc2ccccc21,0.3,i,24.5

# Remaining list, next part
SMILES,STK33 kinase inh,KCNQ2 inh,OX1R FRET antag
COC(=O)c1ccc(NC(=S)N2CCN(Cc3ccccc3OC)CC2)cc1,0.2,i,-1.1
O=C(CSc1nc2nn(-c3ccccc3)c(=O)c-2c2n1CCCCC2)c1ccc(OC(F)F)cc1,-1.8,.,3.7
O=C(CCS(=O)(=O)c1ccc(F)cc1)N1CCOCC1,0.0,i,15.4
Cc1ccccc1OCC(=O)Nc1ccc2c(c1)n(C)c(=O)n2C,-2.3,i,23.3
OC(COCc1cccs1)CN1CCN(c2ccccn2)CC1 (stereo not given),-0.6,i,5.9
O=C(Nc1ccccn1)c1sc2cc([N+](=O)[O-])ccc2c1Cl,-0.7,i,18.0
CC(C)Cc1cc(C(=O)N2N=C(C(F)F)CC2(O)C(F)F)c2ccccc2n1 (stereo not given),-0.3,i,33.2
C=C(C)C1Cc2c(C)nn(-c3cccc4cccnc34)c2C1 (stereo not given),1.0,i,20.3
O=S1(=O)Cc2cc3ccccc3cc2C1,-1.4,i,63.6
CC(C)[C@H](NC(=O)N1CCn2c1nc1ccccc12)C(=O)N1CCCCC1,-2.1,i,11.4
COc1ccc(NC(=O)C2CC(c3ccccc3Cl)=NO2)cc1 (stereo not given),-0.6,i,7.5
O=C(O)c1c(-c2ccccc2)nnc2ccccc12,-1.9,i,20.1

# An excerpt from above in order of length of the SMILES, low to high.
SMILES,STK33 kinase inh,KCNQ2 inh,OX1R FRET antag
O=S1(=O)Cc2cc3ccccc3cc2C1,-1.4,i,63.6
COc1ccc(NC(=O)C2CC(c3ccccc3Cl)=NO2)cc1 (stereo not given),-0.6,i,7.5
CC(C)Cc1cc(C(=O)N2N=C(C(F)F)CC2(O)C(F)F)c2ccccc2n1 (stereo not given),-0.3,i,33.2

# Next results
SMILES,STK33 kinase inh,KCNQ2 inh,OX1R FRET antag
CCCc1cc(=O)n2[nH]c(NCc3ccccc3Cl)nc2n1,0.9,i,2.2
O=C(C1CCCO1)N1CCN(S(=O)(=O)c2cc(F)ccc2F)CC1 (stereo not given),-1.1,i,-2.4
COCc1cc(C)nc2sc(C(=O)Nc3ccccc3Br)c(N)c12,-0.1,i,32.8
COc1ccc(NC(C)=O)cc1NC(=O)CSc1nnc(-c2ccccc2)n1N,-0.4,i,9.0
NC(=O)[C@@H]1CCCNc2c(I)cc([N+](=O)[O-])cc2C(=O)N[C@@H](Cc2ccccc2)C(=O)N[C@@H](Cc2cnc[nH]2)C(=O)N1,0.5,i,14.7
COc1cc(/C=N/NC(=O)CC2(C)OCCO2)cc(Br)c1O,-0.2,i,4.6
CCOc1ccc(NC(=O)c2ccc3c(=O)n4c(nc3c2)CCCCC4)cc1,0.8,i,10.4
Cc1ccc(-n2nnnc2-c2cnc3ccc(Cl)cc3c2-c2ccccc2)cc1,-1.6,i,10.6
Cc1ccccc1-n1nc2c(c1NC(=O)c1ccc3c(c1)OCO3)CS(=O)(=O)C2,0.7,i,20.5
CNC(=O)c1ccccc1NC(=O)C1CC(=O)N(c2ccc(OC)cc2)C1 (stereo not given),-1.0,i,5.1
c1coc(-c2nnc3sc(Cc4cccs4)nn23)c1,-1.2,i,0.6
CC(C)n1nnnc1SCC(=O)N1N=C(c2cccs2)CC1c1cccs1 (stereo not given),-1.0,.,13.9
CC(C)CCOP(=O)(c1ccc(N(C)C)cc1)C(O)c1ccccc1F (stereo not given),0.5,i,4.5
CNS(=O)(=O)c1cccc(C(=O)NCC(c2ccco2)N(C)C)c1 (stereo not given),-0.1,i,20.9
COc1ccccc1N(C)S(=O)(=O)c1ccc(C)c(C(=O)NC(C)c2ccccn2)c1 (stereo not given),0.7,.,22.9
CCOP(=O)(OCC)C(NC(=O)Nc1ccc(Cl)c(Cl)c1)c1ccccc1 (stereo not given),0.2,i,14.0
Cc1ccc(N(C(=O)C2CCCC2)C2C=CS(=O)(=O)C2)cc1C (stereo not given),-0.2,i,6.0
COCCn1cnc2c1c(=O)n(Cc1cc(C(C)=O)ccc1OC)c(=O)n2Cc1ccccc1,-0.4,i,7.6
Cc1ccc2occ(/C=N/NC(=O)c3ccc(Cl)cc3)c(=O)c2c1,1.2,i,7.2
CC(=O)N1CCOc2ccc(S(=O)(=O)NCc3ccc(F)cc3)cc21,0.3,i,4.7
O=C(c1cccn2c(=O)c3ccccc3nc12)N1CCN(c2ccccn2)CC1,0.0,i,11.2
Cc1nc(NC(=S)NC(=O)COc2ccc(Cl)cc2)ccc1Br,-2.9,i,2.9
C=CCn1c(-c2ccccc2)nc(=S)c2c1CCCC2,-1.8,i,23.6
Cc1cc2c(ncn2Cc2ccccc2)c(N)c1C,-0.8,i,8.4
CCOC(=O)CCCn1ccc2cc(S(=O)(=O)N3CCCC3)ccc21,-1.1,i,4.7
COCCN(C(=S)Nc1cccc(Cl)c1C)C(C)c1ccco1 (stereo not given),0.0,i,4.5
COc1cc(C(=O)Nc2nnc(S(=O)(=O)N3CCCCCC3)s2)cc(OC)c1OC,-0.2,i,28.6
CCCCn1c(N)c(N(CCOC)C(=O)C2CCN(S(=O)(=O)c3ccccc3)CC2)c(=O)[nH]c1=O,-0.6,i,21.9
COCc1ccc(C(=O)NC2CC(C)(C)Cc3c2cnn3-c2ccc(OC)cc2)o1 (stereo not given),-3.4,i,16.1
OCC1(CCCc2ccccc2)CCN(C2CCC2)CC1,-0.4,i,4.0
CC(C)(C)OC(=O)N[C@@H](Cc1ccccc1)c1nnc(SCC(=O)O)o1,0.0,i,10.8
CCCOc1ccc(CNC(=O)C2CCN(c3nnc(N4CCCC4=O)s3)CC2)cc1,-1.9,i,5.0
CC(C)(C)N=Cc1cc(-c2ccccc2)sc1O,-0.3,i,11.7
O=C1CCN(Cc2ccccc2)S(=O)(=O)c2c(F)cc(F)cc21,0.0,.,3.0
N#Cc1ccc(NCC(=O)Nc2ccc(S(=O)(=O)N3CCCCC3)cc2)cc1,-1.0,.,-3.3
CCN(CC)S(=O)(=O)c1ccc(N2CCOCC2)c(NC(=O)C2CCCC2)c1,-1.9,i,8.6
